IL-1B inflam inh = inhibitors of inflammasome signaling (IL-1 beta secretion); THP-1 LPS/ATP IL-1B secretion, AlphaLISA, 16 h; stronger effect = lower value; activity change, % at 57.5 µM; 4.7% of 360,000 active; AID 743279; in the data active = activity change below about -50%; inconclusive = mostly about -30% to -49%; note: % is set by controls: 0 for no effect and ±100 for the full control effect
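Secreted IL-1B measured by AlphaLISA bead assay after 16 h compound exposure of THP-1 cells; compounds (final up to 57.5 uM) added 1 h before LPS (250 ng/mL) and ATP (1.25 mM) stimulation; lower signal means less secretion.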
HepG2 viability = HepG2 cytotoxicity, counter-screen for TGF-b inhibitors | 0.76% of 410,000 active | HepG2 CAGA-GFP viability, ATP luminescence, 18 h | Potency, µM (series often up to 46.1 µM), for inactives: top-dose activity change, negative = cytotoxicity, usual class: cytotoxic | AID 588856; note: potency is the fitted concentration of half-maximal effect; some results filed as inactive show a strong effect at the top dose
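HepG2 CAGA-GFP cells (1000/well, DMEM with 1% FBS) received compound, then TGF-beta at 500 pg/mL final, and were incubated 18 hours at 37 degrees C. Viability was read by CellTiter-Glo luminescence. Media-only wells were set as complete cell-killing and DMSO as no toxicity.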
ATXN2 expr inh = ATXN2 expression inhibition; HEK-293 ATXN2-luciferase reporter, luminescence, 24 h; Potency, µM (doses to about 57 µM), inactives show at the top dose activity change, negative = inhibition, most hits filed as inhibitors; 0.72% of 360,000 active; AID 1745845; note: potency is the fitted concentration of half-maximal effect; % is set by controls: 0 for no effect and ±100 for the full control effect; nearly all actives have a fitted effect of over 55% in size
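ATXN2-luciferase reporter cells (luciferase flanked by upstream and downstream ATXN2 gene portions) were treated 24 h at 37 °C with compounds at up to 57 uM. SteadyGlo luminescence gave expression; GF-AFC fluorescence gave viability.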
S2 tox = viability counter-screen for ATXN expression inhibitors | Potency, µM (series often up to 56.7 µM), usual class: cytotoxic | S2 cells (HEK-293 line with an ATXN2-luciferase reporter) viability, CellTiter-Fluor protease fluorescence, 24 h | 0.49% of 400,000 active; note: potency is the fitted concentration of half-maximal effect; nearly all actives have a fitted effect of over 40% in size
HT1080NT lethal = kills 2HG-producing HT-1080-NT fibrosarcoma cells; HT-1080-NT fibrosarcoma viability, CellTiter-Glo ATP luminescence, 48 h; Potency, µM (doses to about 46.1 µM), inactives show top-dose activity, negative = less viability, hits mostly cytotoxic; 1.6% of 360,000 active;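 note: NT is the 2HG producing partner of a matched IDH1 knockdown line; potency is the fitted concentration of half-maximal effect; 0% = DMSO-treated cells and -100% = media-only wells without cells; nearly all actives have a fitted effect of over 55% in size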
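Compounds were tested in concentration-response format on HT-1080-NT cells for 48 hours at 37 degrees C. Cell viability came from CellTiter-Glo luminescence; curves were classified by r2, response magnitude and activity.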
SW480 rerep = inducers of DNA re-replication in SW480 colon cancer cells; Potency, µM (series often up to 46.1 µM), inactives show top-dose re-replication activation, most hits filed as activators; 1.8% of 340,000 active; AID 624297; SW480 DNA re-replication, Hoechst DNA content imaging, 48 h; note: potency is the fitted concentration of half-maximal effect; % of control where 0% means no effect; nearly all actives have a fitted effect of over 55% in size
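DNA re-replication was detected as more nuclei of elevated Hoechst intensity after 48 hr exposure to compound (23 nL pinned per well of 250 cells).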
MCF10A rerep = induces DNA re-replication in MCF 10a normal breast cells. Potency, µM (doses to about 46.1 µM), inactives show at the top dose activity, positive = re-replication, most hits filed as activators. AID 624296. 2.9% of 350,000 active. MCF 10A DNA re-replication, Hoechst nuclear intensity, 48 h; note: potency is the fitted concentration of half-maximal effect; % of control where 0% means no effect; nearly all actives have a fitted effect of over 50% in size
HT1080 IDH1KD tx = kills HT-1080 cells with IDH1 knockdown | HT-1080 IDH1 knockdown viability, ATP luminescence, 48 h | Potency, µM (highest dose often 46.1 µM), without a hit: at the highest dose activity, negative = toxicity, hits mostly cytotoxic | 2% of 360,000 active;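 note: potency is the fitted concentration of half-maximal effect; 0% = DMSO wells and -100% = cell-free medium wells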
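In this qHTS, HT-1080 cells depleted of IDH1 are exposed for 48 h at 37 °C to compound titrations. Toxicity is scored from CellTiter-Glo luminescence, with DMSO as full viability and medium alone as none.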
KB-3-1 cytotox = KB-3-1 parental cell cytotoxicity; KB-3-1 viability, CellTiter-Glo ATP luminescence, 72 h; Potency, µM (doses to about 46.1 µM), inactives show at the top dose activity change, negative = cytotoxic, hits mostly cytotoxic; 1.4% of 400,000 active; AID 1347075; note: potency is the fitted concentration of half-maximal effect; % is set by controls: 0 for no effect and ±100 for the full control effect; nearly all actives have a fitted effect of over 60% in size
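KB-3-1 parental drug-naive adenocarcinoma cells in DMEM/10% FBS, incubated 72 h at 37 C with pin-transferred compounds across a concentration series. Viability by CellTiter-Glo luminescence; concentration-response curves fitted after normalization.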
The depositor's hits bear a star; i = inactive; ? = inconclusive; · = no result given; [ ] = dose if it differs, or a comment. Unless noted, calls come from the whole dose curve; as a rule, active = well fitted curve in the direction sought with a large enough effect; inconclusive = small, poorly fitted or top-dose-only effect, or another doubt; inactive = no such curve, though single readings can be large; an effect the other way counts as inactive or inconclusive.

SMILES	IL-1B inflam inh	HepG2 viability	ATXN2 expr inh	S2 tox	HT1080NT lethal	SW480 rerep	MCF10A rerep	HT1080 IDH1KD tx	KB-3-1 cytotox
COc1ccc(S(=O)(=O)N(CC(=O)NC(C)c2ccccc2)c2ccc(C)cc2)cc1OC (stereo unspecified)	·	22µM*	?	22µM*	·	·	·	·	-29%
CC(C)CN(C(=O)CSc1nnc2ccccn12)C1CCS(=O)(=O)C1 (stereo unspecified)	1	6%	10%	i	-2%	-4%	-3%	10%	-4%
CCc1nnc(NC(=O)C2(C)COC(c3ccccc3)OC2)s1 (stereo unspecified)	-2	-15%	-4%	i	17%	-10%	0%	5%	7%
CC(=O)NCCNC(=O)c1cc(-c2cccc3ccccc23)nc2ccccc12	0	4%	6%	?	0%	1%	7%	9%	27%
O=C(CSc1nnc(-c2ccccc2O)o1)Oc1ccc(OCc2ccccc2)cc1	17	-4%	0%	i	?	?	19%	?	-17%
CC(=O)Nc1ccc(C(=O)N/C(=C/c2ccccc2)C(=O)Nc2cccc(C(=O)O)c2)cc1	-6	9%	18%	i	7%	?	-14%	12%	-4%
CCOc1cc(/C=N/NC(=O)C2CC2)ccc1OC(C)C	39	3%	2%	i	11%	-4%	-1%	7%	?
O=C(Nc1ccccc1)N1CCC(c2ccccc2)C1 (stereo unspecified)	-17	-7%	47%[activator]	i	0%	2%	27%	2%	2%
O=C(Nc1ccc2c(c1)OCCO2)c1c(Cl)cccc1Cl	-28	-5%	·	i	-1%	·	·	3%	-1%
CCCCCCCCC(c1nc2ccccc2[nH]1)N1CCN=C(c2ccccc2)C1=O (stereo unspecified)	-4	-38%	-24%	?	?	·	·	?	0%
Cc1cc(=O)oc2cc(OC(C)C(=O)NCC3CCC(C(=O)O)CC3)c(Cl)cc12 (stereo unspecified)	23	8%	2%	i	7%	1%	-2%	2%	0%
O=C(O)C1Cc2ccccc2CN1C(=O)c1ccccc1 (stereo unspecified)	28	-14%	-2%	i	2%	-6%	-6%	12%	2%
O=C(c1cccc(C(F)(F)F)c1)N1CCN(C2CCCCC2)CC1	17	-4%	-2%	i	0%	-9%	-10%	-7%	2%
O=C(NCc1ccccc1)c1cc(C2CCCN(C(=O)C3CCCCC3)C2)on1 (stereo unspecified)	-1	-5%	5%	i	24%	·	·	27%	0%
FC(F)(F)c1ccccc1Cc1c(-c2ccccc2)nc2c3ccccc3ccn12	14	-30%	48%[activator]	i	3%	·	·	0%	0%
CCCOc1cccc(C(=O)Nc2cccc3cccnc23)c1	·	-17%	17%	i	·	·	·	·	-12%
C/C=C/c1ccc(OCCNCc2ccccc2)c(OC)c1	-5	-23%	-32%	i	-8%	?	0%	0%	2%
CCCc1nc2cc(CC(=O)OC)ccc2o1	-1	11%	21%	i	13%	-2%	6%	-5%	3%
Cc1cc(NC(=O)CSc2nnc(C3CC3)n2C)no1	-10	-1%	-9%	i	-1%	-5%	0%	0%	2%
CCCCC(=O)NC(c1cccc([N+](=O)[O-])c1)c1c(OC(C)=O)ccc2ccccc12 (stereo unspecified)	-17	-35%	?	?	-30%	?	27%	?	-11%

Sorted by value in IL-1B inflam inh (descending): 4 from the list above.
Structure | IL-1B inflam inh
O=C(CSc1nnc(-c2ccccc2O)o1)Oc1ccc(OCc2ccccc2)cc1 | 17
FC(F)(F)c1ccccc1Cc1c(-c2ccccc2)nc2c3ccccc3ccn12 | 14
O=C(NCc1ccccc1)c1cc(C2CCCN(C(=O)C3CCCCC3)C2)on1 (stereo unspecified) | -1
C/C=C/c1ccc(OCCNCc2ccccc2)c(OC)c1 | -5

More entries.
SMILES	IL-1B inflam inh	HepG2 viability	ATXN2 expr inh	S2 tox	HT1080NT lethal	SW480 rerep	MCF10A rerep	HT1080 IDH1KD tx	KB-3-1 cytotox
O=C(NNc1ccc(Cl)cc1)C1CCC1	10	27%	-7%	i	?	-10%	4%	?	-11%
COc1cccc(CNC(=O)CN2C(=O)COc3ccc(S(=O)(=O)N4CCC(C)CC4)cc32)c1	-24	-1%	9%	i	-9%	-6%	9%	-1%	5%
Nc1nn(-c2ccccc2)c2ccc([N+](=O)[O-])cc12	?	-28%	-4%	i	?	-5%	-6%	?	-7%
c1ccc(-c2noc(-c3cccnc3)n2)nc1	1	-50%	-29%	?	-12%	-2%	-3%	-29%	-20%
CCN(CC)C(=O)N1CCN(C(=O)c2ccc(C)cn2)CC1	14	-16%	5%	i	5%	8%	3%	1%	4%
O=C1NC(c2ccccc2)C(C(=O)c2cccs2)=C1O (stereo unspecified)	-24	16%	-3%	i	2%	7%	0%	2%	-5%
CCC(=O)NC(=S)Nc1ccc(NC(=O)c2ccc(C)c([N+](=O)[O-])c2)cc1	0	5%	-14%	i	-4%	1%	?	-22%	?
CCOC(=O)c1ccc(Nc2c(-c3ccc(OC)cc3)nc3nc[nH]n23)cc1	·	-36%	-14%	i	·	·	·	·	-6%
O=C(COc1ccccc1)NCc1ccccc1	20	11%	13%	i	11%	-4%	0%	10%	-6%
Nc1ccc(S(=O)(=O)NNC(=O)C(=O)NNc2ccccc2)cc1	-12	-10%	-12%	i	10µM*	4%	?	?	-3%
COc1ccc(CNc2ccc3cn[nH]c3c2)c(OC)c1OC	42	-35%	-16%	i	?	-1%	7%	-29%	2%
O=C(NC(=S)Nc1cccc2[nH]ncc12)c1ccccc1	10	3%	61%[activator][11.3 µM]	i	?	2%	0%	?	22%
Cc1ccc(C)c(-c2csc(N)c2C(=O)OC(C)C)c1	9	-61%	-27%	i	?	16%	?	?	?
COc1ccc(CNCCCn2cnc(C(=O)Nc3ccc(C)c(C)c3)n2)cc1	-17	-16%	-10%	?	-7%	-51%	-1%	-11%	0%
CN(C)c1ccc(NS(=O)(=O)c2ccc(Cl)cc2)cc1	-1	-20%	7%	i	-5%	21µM*	1%	-9%	-11%
N/C(=N\OC(=O)c1cccc(Cl)c1)c1ccncc1	-4	-13%	·	i	-8%	?	-2%	1%	-5%
CN(C)[C@@H]1CCC[C@H]1OC(=O)C(c1ccccc1)c1ccccc1	-6	-17%	-11%	i	0%	-7%	-3%	0%	0%
CCN(CC)S(=O)(=O)c1ccc2oc(Nc3ccc(OC)cc3)nc2c1	42	-4%	-3%	i	?	-11%	0%	-17%	?
O=C(Nn1cnc2ccccc2c1=O)c1ccc(F)cc1Cl	1	-7%	51%[activator]	i	3%	0%	-2%	-4%	-8%
N#Cc1ccc(OCCN2C(=O)NC3(CCSC3)C2=O)cc1 (stereo unspecified)	12	3%	1%	i	6%	0%	-1%	1%	9%
CCN(CC)c1ccc(S(=O)(=O)N2CCOCC2)cc1NC(=O)Cn1nc(C)c([N+](=O)[O-])c1C	2	-22%	·	i	-1%	-11%	-1%	1%	-12%
Cc1cccc(NC(=O)CCS(=O)(=O)c2ccccc2)c1	0	11%	·	i	-12%	?	-4%	3%	-2%
CCCS(=O)(=O)NC(=O)C1(C)CCCN(C(=O)c2c(F)ccc(C)c2F)C1 (stereo unspecified)	36	7%	9%	i	12%	·	·	7%	0%
O=C(CSc1nnc(-c2ccccc2)n1Cc1ccccc1)NNC(=O)c1ccccc1O	10	13%	?	i	-7%	5.2µM*	20%	-20%	?
CCc1ccc(Nc2nnc(SCC(=O)NC(=O)CN3CCCC3=O)s2)cc1	5	4%	-3%	i	5%	-35%[inhibitor]	-3%	2%	5%
Cc1ccc(C(NC(=O)N2CCOCC2)C(Cl)Cl)cc1F (stereo unspecified)	20	-9%	8%	i	7%	-8%	16%	4%	-7%
Cn1c(NC(=O)c2ccco2)c(-c2ccc(Cl)cc2)c(=O)c2ccccc21	0	1%	4%	i	-4%	-7%	3%	1%	?
CC(=O)N1CCN(C(=O)/C(C#N)=C/c2ccc3c(c2)OCO3)CC1	2	-14%	4%	i	12%	-3%	11%	-1%	8%
CCOC(=O)c1nn(-c2ccccc2C)c2nc(-c3ccc(Cl)cc3)c(C#N)c(=O)n12	26	-40%	-11%	i	-4%	?	1%	-9%	0%
N#Cc1cccc(NC(=O)c2cc(C3CCCCN3S(=O)(=O)c3cccc4cccnc34)on2)c1 (stereo unspecified)	-1	-7%	5%	?	0%	·	·	-9%	0%
O=C(N/N=C/c1cn(CC(=O)N2CCOCC2)c2ccccc12)c1cccnc1	17	19%	4%	i	-1%	-5%	5%	1%	-5%
CCOc1ccc(Cc2nc(C)c(CC(=O)N3CCCCC3)c(=O)[nH]2)cc1	5	-7%	1%	i	3%	1%	3%	16%	4%
O=C(CN(Cc1ccc(F)cc1)C(=O)c1csnn1)NCc1ccccc1	28	-8%	0%	?	6%	-19%	-10%	3%	-5%
COc1ccc(N2C(=O)c3ccccc3NC(=O)C2C(=O)NCc2ccco2)cc1 (stereo unspecified)	-11	·	·	·	11%	·	·	4%	17%
CCN(CC)C(=O)CSc1nnc(SC(C)C(=O)NC2CC2)s1 (stereo unspecified)	0	5%	-3%	i	-3%	0%	-4%	17%	-10%
CCCC1O[C@@H]2CC3C4CCC5=CC(=O)C=C[C@]5(C)C4C(OC(C)=O)C[C@]3(C)[C@]2(C(=O)COC(C)=O)O1 (stereo partly specified)	-22	2%	-13%	i	-3%	12%	14%	-13%	-4%
CCc1ccc(/C=N/NC(=O)c2nnn(-c3nonc3N)c2C(C)C)cc1	27	-17%	-8%	i	-1%	?	14%	-28%	-19%
CCOC(=O)C(=O)N1c2ccccc2C(N(C(=O)C(=O)OCC)c2ccccc2)CC1C (stereo unspecified)	24	-19%	0%	i	28%	2%	7%	4%	?
S=c1[nH]nc(-c2cc(-c3ccccn3)nc3ccccc23)o1	0	-10%	·	i	-1%	-4%	0%	-1%	-4%

Results in HepG2 viability and SW480 rerep, for two of the compounds above:
Compound | HepG2 viability | SW480 rerep
CCN(CC)C(=O)CSc1nnc(SC(C)C(=O)NC2CC2)s1 (stereo unspecified) | 5% | 0%
CCCC1O[C@@H]2CC3C4CCC5=CC(=O)C=C[C@]5(C)C4C(OC(C)=O)C[C@]3(C)[C@]2(C(=O)COC(C)=O)O1 (stereo partly specified) | 2% | 12%
